Screening data (PubChem)
EBNA-1 inhibitor = EBNA-1 DNA-binding inhibitors, primary screen, biochemical, fluorescence polarization. inhibition, % at 14.8 µM. actives 0.34% (n = 300,000). AID 1950, 2009; in the data active = inhibition above about 28%
LYPLA2 inh = LYPLA2 inhibitors, primary screen, counter-screen for PME1 inhibitor project, biochemical, fluorescence polarization, FP-Rh probe ABPP | recombinant LYPLA2 | actives 0.38% (n = 320,000) | Acyl-protein thioesterase 2 (Homo sapiens), O95372 | inhibition, % at 5.9 µM | AID 2177, 2009;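 active = inhibition above the screen-wide mean plus 3 SD, limit set per campaign, cut at about 26% in these data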;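 also: 0% = LYPLA2 with DMSO and 100% = wells lacking LYPLA2 enzyme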
LYPLA1 inh = LYPLA1 inhibitors, primary screen, counter-screen for PME1 inhibitor project, biochemical, fluorescence polarization, FP-Rh probe ABPP; recombinant LYPLA1; actives 0.16% (n = 320,000); Acyl-protein thioesterase 1 (Homo sapiens), O75608; inhibition, % at 5.9 µM;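 active = inhibition above the mean of all tested compounds plus 3 SD, set per campaign, cut at about 14% in these data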;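 also: inhibitors block serine hydrolase probe labeling of LYPLA1 so polarization falls; 0% = enzyme with DMSO and 100% = wells lacking LYPLA1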
ZTA DNA inh = counter-screen for EBNA-1 inhibitors: inhibitors of Epstein-Barr virus ZTA; actives 0.15% (n = 320,000); inhibition, % at 11 µM; P03206; ZTA-DNA binding, fluorescence polarization; in the data active = inhibition above about 33%
Target sequence (P03206 whole entry, looked up): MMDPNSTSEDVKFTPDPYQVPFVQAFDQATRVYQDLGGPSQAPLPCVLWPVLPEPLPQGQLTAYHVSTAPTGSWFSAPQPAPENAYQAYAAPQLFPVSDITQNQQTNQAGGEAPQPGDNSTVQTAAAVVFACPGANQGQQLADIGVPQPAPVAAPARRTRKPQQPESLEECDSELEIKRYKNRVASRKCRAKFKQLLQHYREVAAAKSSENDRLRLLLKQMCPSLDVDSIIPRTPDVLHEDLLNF
PAFAH2 inh = PAFAH2 enzyme inhibitors, primary screen, biochemical, fluorescence polarization, human; inhibition, % at 3.39 µM; recombinant PAFAH2, FP-rhodamine activity probe; Platelet-activating factor acetylhydrolase 2, cytoplasmic (Homo sapiens), Q99487; actives 0.99% (n = 340,000); AID 492956, 2010;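 active = inhibition above the mean over all tested compounds plus 3 SD, cut at about 30% in these data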;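 also: inhibitors block probe labeling of enzyme so polarization drops; 0% = enzyme with DMSO and 100% = wells lacking PAFAH2 protein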
PAFAH1B2 inh = PAFAH1B2 enzyme inhibitors, primary screen, biochemical, fluorescence polarization, human | recombinant PAFAH1B2, FP-rhodamine activity probe | inhibition, % at 3.39 µM | actives 1.2% (n = 340,000);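 active = inhibition above the mean of all tested compounds plus 3 SD, cut at about 24% in these data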;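 also: 0% = enzyme with DMSO and 100% = wells lacking PAFAH1B2; many of its hits are not listed in these tables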
Target sequence (P68402 whole entry, looked up): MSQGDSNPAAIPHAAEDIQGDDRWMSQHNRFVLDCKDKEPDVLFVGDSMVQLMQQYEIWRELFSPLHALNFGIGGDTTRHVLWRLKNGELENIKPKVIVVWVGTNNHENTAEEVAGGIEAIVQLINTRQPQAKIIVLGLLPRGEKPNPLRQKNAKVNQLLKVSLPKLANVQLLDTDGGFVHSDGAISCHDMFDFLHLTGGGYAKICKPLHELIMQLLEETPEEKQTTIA
PAFAH1B3 FP inh = PAFAH1B3 enzyme inhibitors, primary screen, biochemical, fluorescence polarization, human | recombinant PAFAH1B3, FP-rhodamine probe | inhibition, % at 3.39 µM | Platelet-activating factor acetylhydrolase IB subunit alpha1 (Homo sapiens), Q15102 | actives 0.28% (n = 340,000) | AID 492972, 2010;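 active = inhibition above the screen-wide average of all tested compounds plus 3 SD, cut at about 25% in these data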;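 also: 0% = enzyme with DMSO only and 100% = wells lacking PAFAH1B3 protein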
PREPL inh = PREPL enzyme inhibitors, primary screen, biochemical, fluorescence polarization; recombinant PREPL, fluorescence polarization activity-based probe; inhibition, % at 5.96 µM; AID 2751, 2010; Prolyl endopeptidase-like (Homo sapiens), Q4J6C6; actives 0.68% (n = 320,000); in the data active = inhibition above about 43%;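 also: 0% = enzyme with DMSO and 100% = wells lacking enzyme; many of its hits are not listed in these tables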
pPAFAH inh = pPAFAH enzyme inhibitors, primary screen, biochemical, fluorescence polarization, human. Platelet-activating factor acetylhydrolase (Homo sapiens), Q13093. recombinant pPAFAH, FP-rhodamine probe fluorescence polarization. inhibition, % at 3.39 µM. actives 1.5% (n = 330,000). AID 463082, 2010;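 active = inhibition above the mean inhibition across the screen plus 3 SD, cut at about 25% in these data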;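 also: inhibitors block binding of the rhodamine activity-based probe so polarization drops; 0% = enzyme with DMSO and 100% = wells lacking pPAFAH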
Target sequence (Q13093 whole entry, looked up): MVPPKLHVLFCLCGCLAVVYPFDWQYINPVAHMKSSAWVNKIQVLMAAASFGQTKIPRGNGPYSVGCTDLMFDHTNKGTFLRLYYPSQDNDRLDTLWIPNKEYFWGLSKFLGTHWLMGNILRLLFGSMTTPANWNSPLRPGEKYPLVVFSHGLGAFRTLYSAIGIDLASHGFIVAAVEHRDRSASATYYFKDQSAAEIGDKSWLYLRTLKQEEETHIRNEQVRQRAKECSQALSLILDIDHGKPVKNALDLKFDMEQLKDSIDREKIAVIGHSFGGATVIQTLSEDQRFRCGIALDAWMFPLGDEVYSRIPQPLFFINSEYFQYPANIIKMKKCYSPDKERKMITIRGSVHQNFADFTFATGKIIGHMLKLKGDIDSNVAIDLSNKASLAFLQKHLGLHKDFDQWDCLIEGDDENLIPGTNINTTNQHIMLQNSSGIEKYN
* = called active by the depositor; nt = not tested or not shown. Only part of the results is shown; count on the stated rates, not on these rows.

SMILES	EBNA-1 inhibitor	LYPLA2 inh	LYPLA1 inh	ZTA DNA inh	PAFAH2 inh	PAFAH1B2 inh	PAFAH1B3 FP inh	PREPL inh	pPAFAH inh
c1cncc(-c2noc(-c3ccco3)n2)c1	1.6	8.4	6.0	-4.0	-1.2	6.8	3.9	12.9	7.6
CCCOC(=O)c1ccc(S(N)(=O)=O)o1	-7.9	-3.5	-2.8	-2.1	-5.5	3.1	-0.7	0.7	-0.2
Cc1ccc(C)c(N2N=C(C(=O)N(CC(C)C)c3c(N)n(Cc4ccccc4)c(=O)[nH]c3=O)CCC2=O)c1	1.4	0.7	0.9	10.4	2.5	-0.3	0.1	13.4	-2.5
Cc1nc(C)c(Cc2ccccc2Cl)c(=O)[nH]1	-0.4	3.8	0.6	0.1	6.7	3.3	2.5	-7.8	1.9
COc1ccc(OC)c(-c2csc(N3CCC(c4ccccc4)CC3)n2)c1	-7.7	2.7	-2.3	-7.4	8.7	0.7	9.6	10.1	-5.7
Clc1cc2cccnc2c2ncccc12	nt	5.3	1.2	1.0	-2.7	2.8	12.6	19.4	2.9
COc1ccc(NC(=O)/C=C/c2ccco2)cn1	-0.7	5.5	2.7	-31.8	10.3	0.8	7.9	9.2	5.0
Cc1cccc(C)c1N(CC(=O)N(C)Cc1ccccc1)S(C)(=O)=O	-8.4	-2.2	-0.5	-8.7	0.6	-2.1	4.2	5.6	7.5
CC1CC(C)CN(C(=O)c2ccc3c(c2)N(Cc2ccccc2)CCS3)C1 (configuration not stated)	-2.1	-53.4	2.1	1.3	3.2	9.4	-1.1	12.5	14.2
Cc1ccc(NC(=O)CN(C)S(=O)(=O)c2cccc3nsnc23)cc1C	-3.6	4.8	3.8	-8.1	-8.2	5.9	-3.3	-1.9	4.3
CC1CCc2c(sc(NC(=O)CCC(=O)O)c2C(=O)NC2CC2)C1 (configuration not stated)	1.3	7.8	6.3	13.8	0.0	7.7	10.2	5.4	0.7
CN1c2ccccc2N(C)C1c1ccc2c(c1)OCO2	-6.0	3.2	-0.1	-4.2	2.0	3.0	8.8	4.7	2.9
Cc1cccc(C)c1NC(=O)C(NC(=O)c1ccccn1)c1ccc([N+](=O)[O-])cc1 (configuration not stated)	-0.3	1.2	-0.4	5.3	-0.9	8.7	-2.3	7.1	5.5
CCn1cc(CN2CCC(C(=O)Nc3ccc(Oc4ccccc4)nc3)CC2)cn1	4.3	4.3	-3.3	19.8	-0.1	2.4	5.2	2.5	0.3
COc1cc2c(cc1OC)C(C)N(CCN1C(=O)c3ccccc3C1=O)CC2 (configuration not stated)	7.5	1.8	0.8	-8.2	0.9	0.2	2.6	3.9	-0.2
CCC(C(=O)NC1CCCC1)N(C(=O)Cn1nnc(-c2ccc(C)cc2)n1)C1CCCC1 (configuration not stated)	-2.9	-0.1	-4.1	-6.2	2.3	1.0	-0.2	34.0	5.6
C=C[C@@H]1c2c(F)cccc2N(S(=O)(=O)c2ccc(C)cc2)[C@H](c2ccc(OC(C)=O)cc2)C1(C#N)C#N	nt	-31.4	-13.3	-8.2	-10.4	0.2	3.5	7.7	-2.4
CC(CN1CCN(c2ccccc2)CC1)c1ccccc1 (configuration not stated)	-8.7	5.7	0.5	-0.7	-3.0	3.4	0.2	-7.2	3.0
O=C(N/C(=C/c1ccco1)C(=O)N1CCc2ccccc21)c1ccco1	-10.9	4.0	0.7	-4.4	8.5	10.8	1.7	23.4	17.2
Cc1cccc(CCNC(=O)c2oc3c(C)c(C)ccc3c2C)n1	1.9	5.0	-0.9	1.6	-4.8	4.8	8.0	-5.2	1.1
CCOC(=O)c1c(C)[nH]c(C)c1C(=O)COC(=O)c1cccs1	nt	nt	nt	nt	10.5	3.6	12.4	21.6	0.0
COc1ccc(/C=N/NC(=O)c2cccnc2)cc1CN1CCN(c2ccc(F)cc2)CC1	7.3	-3.5	-1.1	7.1	-4.7	2.1	-0.5	-43.4	3.4
CCOC(=O)C1C(=O)CC(C)(O)C(C(=O)OCC)C1c1cccs1 (configuration not stated)	11.7	-4.9	-1.4	4.5	2.2	2.3	9.3	-2.2	3.0
CC(C)c1ccc2oc(=O)cc(CN3CCN(Cc4ccccc4)CC3)c2c1	5.0	-9.1	-4.1	-5.7	-2.9	-2.6	4.1	0.7	5.4
Cc1ccc(C(=O)NC(C)c2ccccc2)cc1Br (configuration not stated)	-7.9	-3.0	-1.9	-11.4	-0.2	1.8	7.6	-2.0	3.1
CCOc1ccc2nc(SCC(=O)Nc3nonc3C)[nH]c2c1	0.2	0.8	0.2	-3.8	9.1	3.8	4.5	0.0	1.3
Cn1c(Cn2c(=O)sc3ccccc32)nnc1SCC(=O)NCc1ccc2c(c1)OCO2	-1.8	-5.9	1.9	-8.3	6.0	1.6	14.9	-6.0	3.0
Fc1ccccc1CN1CCCCCCC1	-14.6	-8.2	0.6	-0.7	-1.0	-0.2	3.2	12.0	0.5
CCOC(=O)C1=c2/c(=C/c3ccncc3)c(N)c(C(=O)OC)n2C(=O)C(c2ccncc2)S1 (configuration not stated)	-4.8	-3.1	-4.2	3.5	3.1	-1.8	4.5	26.8	-2.1
CCOC(=O)C1CCN(C(=O)c2ccc3c(c2)S(=O)(=O)c2ccccc2C3=O)CC1	-8.8	16.0	4.3	5.4	0.3	2.8	4.6	4.2	3.1
Cc1ccc(C(=O)NCCNC(=O)COc2ccccc2Cl)cn1	11.6	6.0	3.5	-0.8	3.5	-0.4	3.4	6.3	-2.5
O=C(Nc1ccc(C(=O)O)cc1)/C(=C\c1ccccc1)NC(=O)c1ccco1	-12.6	1.4	0.2	-7.3	3.0	-2.5	-0.3	5.4	0.5
COC(=O)c1ccc(NC(=O)C2CCCN2C(=O)OCc2ccccc2)cc1 (configuration not stated)	8.2	3.1	-0.1	-6.2	-3.4	1.7	7.2	3.9	3.4
CCNC(=S)NNC(=O)c1ccccc1Cl	1.5	5.5	0.4	-2.8	3.2	1.5	7.3	-4.3	5.8
COc1cc2c3nnc(-c4ccc(F)cc4)c-3cn(Cc3cccc(F)c3)c2cc1OC	7.0	-8.8	-4.8	10.3	-2.2	-3.2	0.1	-6.9	4.0
Cc1cc(S(=O)(=O)Nc2ccc(C(=O)NCC(c3ccco3)N3CCCCC3)cc2)ccc1F (configuration not stated)	-12.6	-10.7	-2.5	-16.3	2.0	-0.1	-1.4	-3.8	2.2
CC(=O)c1ccc2c(c1)Nc1ccccc1S2	-10.4	5.8	0.1	-14.1	7.7	4.4	7.1	2.3	11.6
Cc1cc(C)nc(SC/C=C/c2ccccc2)n1	-16.0	0.4	-0.8	-12.1	-2.2	9.7	7.0	20.1	4.8
Cc1ccccc1NS(=O)(=O)c1cc2c(cc1C)NC(=O)CO2	-4.5	0.2	-1.3	1.4	2.2	2.9	-10.0	10.7	4.1
c1ccc(C2CN3CCSC3=N2)cc1 (configuration not stated)	0.1	7.9	7.1	7.4	-2.6	3.3	5.2	-6.2	0.5
COCCNC(=O)CN1CCC(NC(=O)C(C)(C)C)CC1	-0.7	0.4	-0.3	-10.7	-8.5	0.4	6.3	16.3	2.0
CC(C)CCNC(=O)c1c(CSc2ccccc2)noc1C(=O)NCc1ccccc1	0.4	-2.2	-1.8	-3.5	-29.5	-1.3	-2.4	-6.2	-6.9
COc1cccc(NC(=O)c2ccc(-c3ccccc3[N+](=O)[O-])o2)c1	3.9	-7.2	-5.7	3.6	-4.5	3.7	5.6	14.3	8.8
CCCNC(=O)N1C2=NC(C(=O)OC)=C(C(=O)OC)[C@@H]3N(Cc4ccccc4)c4ccccc4[C@]23C[C@H]1CO	-3.9	-3.2	-3.7	-1.3	7.6	1.4	6.9	-4.1	-1.7
CCCCn1c(N)c(N(CCC(C)C)C(=O)c2ccc(C)c(S(=O)(=O)N3CCOCC3)c2)c(=O)[nH]c1=O	-3.0	0.5	-1.2	-10.2	0.6	2.8	1.9	-13.5	3.1

Two records drawn at random from those above:
SMILES	EBNA-1 inhibitor	LYPLA2 inh	LYPLA1 inh	ZTA DNA inh	PAFAH2 inh	PAFAH1B2 inh	PAFAH1B3 FP inh	PREPL inh	pPAFAH inh
COC(=O)c1ccc(NC(=O)C2CCCN2C(=O)OCc2ccccc2)cc1 (configuration not stated)	8.2	3.1	-0.1	-6.2	-3.4	1.7	7.2	3.9	3.4
O=C(Nc1ccc(C(=O)O)cc1)/C(=C\c1ccccc1)NC(=O)c1ccco1	-12.6	1.4	0.2	-7.3	3.0	-2.5	-0.3	5.4	0.5

(continued)
SMILES	EBNA-1 inhibitor	LYPLA2 inh	LYPLA1 inh	ZTA DNA inh	PAFAH2 inh	PAFAH1B2 inh	PAFAH1B3 FP inh	PREPL inh	pPAFAH inh
CCc1cccc(C)c1NC(=O)c1cc(=O)[nH]c2ccc(S(=O)(=O)N3CCOCC3)cc12	nt	1.5	-1.3	10.4	5.3	-1.0	0.3	7.1	5.0
COc1ccc(Cl)cc1NS(=O)(=O)c1cc(Br)cnc1N	-8.5	6.4	4.2	-11.4	8.5	-2.0	4.9	-4.6	7.7
O=C(NCc1ccco1)c1ccc(N2CCOCC2)c([N+](=O)[O-])c1	2.9	-6.0	-4.4	-1.0	2.2	0.3	2.6	-1.0	15.0
CCCN(CC(=O)Nc1ccccc1C)C(=O)COc1c(C)cccc1C	nt	3.0	-1.3	1.6	4.6	2.8	15.7	3.6	-7.8
COc1ccccc1N1CCN(/N=C/c2cc(Br)ccc2F)CC1	5.7	-6.2	-4.0	13.0	-4.7	3.6	2.3	5.7	9.1
CCCC(=O)C1=C(O)C(C(=O)OC)C(C)(C)CC1=Nc1ccccc1 (configuration not stated)	-6.2	2.6	2.5	-11.5	-1.5	-6.0	3.0	-3.7	1.7
CC(Sc1nnc2ccccn12)C(=O)Nc1ccc2c(c1)OCCO2 (configuration not stated)	2.1	6.5	0.1	-7.2	3.4	1.2	9.2	17.7	-2.5
O=C(CN1C(=O)c2ccccc2C1=O)Nc1ccccc1C(=O)N1CCCC1	0.7	2.5	-0.6	4.8	3.8	5.8	14.8	5.0	-4.9
O=C(c1cnc(Cl)c(Cl)c1)N1CCN(S(=O)(=O)c2ccc(F)cc2)CC1	-8.2	-1.0	-2.9	12.0	-4.5	0.4	3.9	13.5	0.5
CCc1cc2c(N3CCN(c4nnc(CC)s4)CC3)ncnc2s1	-3.9	0.5	1.6	0.7	0.0	1.1	-3.5	-10.4	1.3
O=C(Cc1ccccc1)NC1CCN(C(=O)NCc2ccccc2)CC1	4.9	7.7	3.0	1.2	-0.7	7.7	3.1	6.0	-0.6
CC(OC(=O)c1cccnc1Cl)C(=O)Nc1ccc2c(c1)OCCO2 (configuration not stated)	2.3	5.8	-2.8	-11.1	1.1	-5.8	-5.2	-1.1	0.8
Cc1csc(NC(=O)C2CCCN2C(=O)Oc2ccccc2)n1 (configuration not stated)	15.6	0.1	1.5	2.2	2.9	4.0	2.5	-1.0	0.1
CC(=O)N1c2ccc(S(=O)(=O)N3CCCC3C(=O)Nc3cccc(F)c3)cc2CC1C (configuration not stated)	-1.9	-3.7	-2.6	4.5	2.4	6.9	8.6	0.8	-0.5
